A3A deaminase: blocks human APOBEC3A ssDNA deamination. AID 493011. 330,000 tested, 0.41% active. recombinant A3A, FAM/TAMRA ssDNA deamination fluorescence. P31941. inhibition, % at 20 µM;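 active = at least 40% inhibition at 20 µM here, with at most 30% in a related deaminase screen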;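 note: plate controls were A3A with DMSO for no effect and wells lacking A3A enzyme for full effect; some results filed as inactive read as strong as hits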
A3G deaminase: APOBEC3G (human) deaminase inhibition; 330,000 tested, 0.28% active; inhibition, % at 20 µM; recombinant A3G, ssDNA deamination FAM/TAMRA fluorescence;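 active = inhibition of at least 40% at 20 µM, with no more than 30% in the related APOBEC3A deaminase screen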;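 note: plate controls were DMSO wells with A3G for no effect and wells lacking A3G enzyme for full effect; some compounds called inactive have numbers as strong as hits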
NR3A LBD binder: modulators (binders) of human NR3A ligand-binding domain. NR3A LBD differential scanning fluorimetry, Tm shift; 0% = protein alone, 100% = glycine-bound protein. Tm shift relative to glycine control, % at 25 µM. 340,000 tested, 2.5% active. AID 1259313;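 active = melting temperature shift of at least 10% of the positive control shift, at one fixed dose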
CCR6 antag: antagonists of human CCR6 receptor; 340,000 tested, 0.49% active; inhibition, % at 20 µM; CHO-K1 CCR6 PathHunter beta-arrestin, luminescence, CCL20-stimulated;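 active = compounds whose inhibition of the agonist-driven luminescence signal at 20 µM reaches about 50%, limit read from the data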;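 note: cells stimulated with CCL20 at 14 nM final; plate controls were DMSO with CCL20 for no effect and DMSO without agonist for full effect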
Target sequence (P51684 whole entry, looked up): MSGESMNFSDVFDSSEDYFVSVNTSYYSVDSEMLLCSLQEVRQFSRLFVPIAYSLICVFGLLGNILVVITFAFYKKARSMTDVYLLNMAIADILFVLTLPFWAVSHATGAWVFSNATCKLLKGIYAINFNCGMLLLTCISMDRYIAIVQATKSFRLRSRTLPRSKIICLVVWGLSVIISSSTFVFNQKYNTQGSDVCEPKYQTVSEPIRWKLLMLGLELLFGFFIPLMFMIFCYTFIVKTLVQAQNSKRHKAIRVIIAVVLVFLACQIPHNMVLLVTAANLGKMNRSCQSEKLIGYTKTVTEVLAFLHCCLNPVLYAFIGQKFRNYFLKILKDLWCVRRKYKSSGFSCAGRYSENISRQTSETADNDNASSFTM
EBI2 antag: antagonists of human EBI2 receptor | EBI2 beta-arrestin recruitment, luminescence, 7a,25-OHC stimulated | inhibition, % at 5 µM | 360,000 tested, 0.81% active | AID 651636; in the data active = inhibition above about 38%;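 note: enzyme fragment complementation signal reports receptor beta-arrestin coupling in cells; 0% = agonist plus DMSO wells and 100% = wells without agonist; some results beyond the cut were filed as inactive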
Target sequence (P32249 whole entry, looked up, the tested form may be a part): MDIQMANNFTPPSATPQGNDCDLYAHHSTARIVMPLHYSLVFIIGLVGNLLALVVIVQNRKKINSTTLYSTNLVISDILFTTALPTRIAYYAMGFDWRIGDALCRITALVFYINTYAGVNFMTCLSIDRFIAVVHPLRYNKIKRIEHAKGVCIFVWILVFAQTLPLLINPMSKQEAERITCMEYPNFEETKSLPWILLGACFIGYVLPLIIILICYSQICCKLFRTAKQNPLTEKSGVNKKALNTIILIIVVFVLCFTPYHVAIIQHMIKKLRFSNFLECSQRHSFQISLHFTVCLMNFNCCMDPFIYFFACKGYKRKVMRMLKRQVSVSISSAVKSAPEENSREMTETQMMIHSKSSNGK
MPTP block: permeability transition pore inhibition. isolated mouse mitochondria, Ca2+ swelling absorbance, 30 min. inhibition, % at 10 µM. 360,000 tested, 1.4% active;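 active = inhibition of 50% or more, scaled per plate between neutral and stimulator controls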;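 note: 0% = DMSO wells given calcium and 100% = 1 mM EGTA wells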
Gli-Sufu antag: antagonists of Gli-Sufu signaling; Sufu-KO-LIGHT fibroblasts, Gli luciferase reporter luminescence; 340,000 tested, 0.74% active; inhibition, % at 5 µM;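 active = inhibition above about 55%, limit read from the data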;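 note: 0% = DMSO-treated cells and 100% = wells with medium but no cells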
CXCR6 block: CXCR6 (human) receptor inhibition; O00574; CHO-K1 PathHunter CXCR6 beta-arrestin, luminescence; inhibition, % at 20 µM; 360,000 tested, 0.36% active; in the data active = inhibition above about 34%, passing the limit was not always enough;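 note: antagonist mode with CXCL16 agonist at 10 nM final; 0% = 10 nM CXCL16 with DMSO and 100% = unstimulated wells without agonist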
Target sequence (O00574 whole entry, looked up): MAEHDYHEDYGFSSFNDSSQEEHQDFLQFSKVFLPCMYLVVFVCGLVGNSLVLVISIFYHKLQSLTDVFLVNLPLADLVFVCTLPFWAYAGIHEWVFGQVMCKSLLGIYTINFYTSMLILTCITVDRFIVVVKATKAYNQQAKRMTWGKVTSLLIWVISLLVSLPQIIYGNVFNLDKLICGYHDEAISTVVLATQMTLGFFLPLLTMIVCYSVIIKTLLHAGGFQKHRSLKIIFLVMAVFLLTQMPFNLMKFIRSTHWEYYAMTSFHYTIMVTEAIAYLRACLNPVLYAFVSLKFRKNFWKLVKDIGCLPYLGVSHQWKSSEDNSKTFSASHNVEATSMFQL
The depositor's hits bear a star; nt = not tested or not shown.

Below each compound – A3A deaminase	A3G deaminase	NR3A LBD binder	CCR6 antag	EBI2 antag	MPTP block	Gli-Sufu antag	CXCR6 block
CC1Cc2ccccc2N1C(=O)CSc1nc2ccccc2s1 (centres undefined)
  -2	-7	0	19	7	2.9	-13	6
O=[N+]([O-])c1cccc(S(=O)(=O)c2ccc(NCCOCCO)c([N+](=O)[O-])c2)c1
  2	-7	-51	7	-13	-0.2	19	-9
CC(C)(C)NS(=O)(=O)c1ccc(NC(=O)c2cc(-c3ccccc3)nc3ccccc23)cc1
  -1	-1	2	16	10	13	27	3
COc1cc(OC)cc(C(=O)NC(C)CNc2ccc(Cl)cc2[N+](=O)[O-])c1 (centres undefined)
  1	-2	-4	25	2	1.1	1	15
CCN(C[C@H]1N[C@@](Cc2ccccc2)(C(=O)OC)[C@H]2C(=O)N(C)C(=O)[C@@H]12)S(=O)(=O)c1ccc(C(C)(C)C)cc1
  -3	-5	-1	5	11	-0.4	5	1
COc1ccc(C2=C/C(=C\c3ccccc3OC(C)=O)C(=O)O2)cc1
  1	-5	2	24	-7	0.2	-10	6
O=C(O)CNC(=O)C1COc2ccccc2O1 (centres undefined)
  1	0	-4	-6	-6	-1.2	7	4
COc1ccc(CCNC(=O)c2cc3sccc3n2C)cc1OC
  6	2	-2	0	0	-1.4	-1	-4
CC(=O)Nc1cccc(Oc2ncccc2[N+](=O)[O-])c1
  0	-6	0	-6	-1	-0.7	8	0
Cc1cc(NC(=O)c2ccccc2Cl)no1
  -4	-5	0	-8	-5	-3.6	9	2
O=C(/C=C/c1ccccc1)Nc1cccc(C(=O)NCCc2ccccc2)c1
  nt	nt	17*	8	18	1.5	-52	4
CN1CCN(C(=O)c2ccccc2NC(=O)CCN2C(=O)c3ccccc3C2=O)CC1
  -4	-3	-1	-6	4	-1.5	0	-2
Cc1cc(C)c(S(=O)(=O)N2CCN(C(=O)N3CCCCC3)CC2)c(C)c1
  -3	-1	1	15	5	-0.8	nt	2
Cc1ccccc1/C=N/NC(=O)c1sccc1C
  1	-2	-4	5	5	1.5	-86	0
CCN(CC)c1ncnc2c1cnn2Cc1ccc(C)cc1
  0	-3	-2	8	7	1.6	9	-7
O=[n+]1c2c(n([O-])c3cc(Cl)ccc31)CCCC2
  -6	-4	0	-12	-11	-0.7	2	-9
Cc1csc(NC(=O)c2ccc(C)c([N+](=O)[O-])c2)n1
  1	-4	-2	14	-5	2.1	2	-6
Cc1cc(C(=O)OCn2nnc3ccccc3c2=O)c(C)o1
  -1	-4	-1	-2	6	-0.1	1	-3
CCOCCCNC(=O)NC12CC3CC(CC(C3)C1)C2
  -7	-10	0	7	-10	-2.6	1	-11
Cc1ccccc1COn1nnc2ccc(S(=O)(=O)N3CCOCC3)cc21
  -4	-5	0	9	28	-0.4	1	-6
Cc1ccc(C(=O)O)cc1NC(=O)c1ccc(Cn2nc(C)c(Cl)c2C)o1
  -3	-7	-2	16	-6	-1.6	-16	-4
COC(=O)c1sc2ccccc2c1NC(=O)c1coc2ccccc2c1=O
  2	-1	0	-17	6	3.3	-11	0
COc1ccc(NC(=O)CN(C)S(=O)(=O)c2ccccc2)cc1OC
  0	-6	3	2	-3	-0.5	0	-8
Cc1ccc(S(=O)(=O)N(C)C(=O)NC(=O)NS(=O)(=O)c2ccccc2)cc1
  -3	-6	0	11	-19	-0.4	6	-3
O=C(CCC(=O)N(CC(=O)NC1CCCCC1)CC1CCCO1)Nc1nccs1 (centres undefined)
  0	-3	0	-7	-2	1.2	3	-3
O=C(COC(=O)c1cccnc1Nc1ccccc1F)NCc1ccc2c(c1)OCO2
  -1	-1	-10	9	2	-0.3	1	-1
CCOC(=O)C1CCCN(C(=O)c2cccc3ccccc23)C1 (centres undefined)
  -2	-10	0	1	7	1.4	12	-3
Cc1ccc(NC(=O)CNC(=O)c2cccc(C)c2)nc1
  1	0	1	-3	-17	-0.3	-10	-4
O=C(CSc1nc(O)cc(=O)n1-c1ccccc1)NCc1ccccc1
  1	-1	1	-5	-2	-0.5	3	-4
COc1ccc(NC(=O)CS(=O)(=O)c2ccc(Br)cc2)cc1
  0	-5	2	8	5	0.9	-18	0

Exported with each value named: entries from further up
O=C(CCC(=O)N(CC(=O)NC1CCCCC1)CC1CCCO1)Nc1nccs1 (centres undefined)
- A3A deaminase = 0
- A3G deaminase = -3
- NR3A LBD binder = 0
- CCR6 antag = -7
- EBI2 antag = -2
- MPTP block = 1.2
- Gli-Sufu antag = 3
- CXCR6 block = -3
Cc1ccc(NC(=O)CNC(=O)c2cccc(C)c2)nc1
- A3A deaminase = 1
- A3G deaminase = 0
- NR3A LBD binder = 1
- CCR6 antag = -3
- EBI2 antag = -17
- MPTP block = -0.3
- Gli-Sufu antag = -10
- CXCR6 block = -4

The list continues:
Below each compound – A3A deaminase	A3G deaminase	NR3A LBD binder	CCR6 antag	EBI2 antag	MPTP block	Gli-Sufu antag	CXCR6 block
COc1cc(C(=O)Nc2ccc3oc(-c4cccnc4)nc3c2)cc(OC)c1OC
  -3	-11	-10	-2	-2	-0.9	8	-1
Cc1ccc(OCC(=O)NNC(=O)CSC(=S)N2CCCC2)cc1
  -1	-10	1	7	2	0.1	-3	0
N#CC(CC(=O)c1ccc(Cl)cc1)c1ccccc1 (centres undefined)
  nt	nt	0	24	3	0.6	-8	-2
COc1ccc(NS(=O)(=O)c2ccc(O)c(C(=O)OCC(=O)N3CC(C)OC(C)C3)c2)cc1 (centres undefined)
  0	-5	1	-10	-21	-3.6	0	1
CCCCc1ccc(Nc2nc(CCC)cc(=O)[nH]2)cc1
  -1	-1	1	4	9	12	-2	-16
COc1ccc(OC)c(S(=O)(=O)n2nnc3ccccc32)c1
  -2	-3	1	4	-26	0.6	-21	0
N#Cc1ccc(S(=O)(=O)N2CCC(C(=O)Nc3cccc(C(=O)NC4CC4)c3)CC2)cc1
  4	0	-1	4	5	-1.2	2	-2
CN(C)c1nc(-c2cccnc2)nc(-c2ccc(Cl)cc2)c1C#N
  0	-4	3	3	12	-1.3	-4	3
CCOC(=O)N1CCC(NC(=O)c2cccn3c(=O)c4cc(Br)ccc4nc23)CC1
  4	-3	3	4	-1	0.8	22	10
COc1ccc(-n2ncc3c2CC(C)(C)CC3NC(=O)c2ccnn2C)cc1 (centres undefined)
  -5	-6	0	5	-3	-2.1	19	0
COc1ccc(C(CC(=O)O)NC(=O)COc2ccccc2OC)cc1OC (centres undefined)
  0	-4	1	-9	0	2.2	3	-8
c1ccc(CSc2nnc3c(n2)OC(c2ccco2)Nc2ccccc2-3)cc1 (centres undefined)
  3	3	-5	-2	3	-0.4	2	-5
O=c1cc(O)c2ccccc2n1Cc1ccccc1
  -9	-3	0	8	3	-4.0	-5	3
Cc1ccc2nc(NC3=NCN(Cc4cccnc4)CN3)nc(C)c2c1
  nt	nt	1	-3	-3	3.6	0	-4
COc1ccc(CCNC(=O)CNC(=O)Cn2cnc3sc(C)c(C)c3c2=O)cc1OC
  -1	0	-3	12	-2	0.1	-2	-2
CCOC(=O)C1CCN(C(=S)NC2CC3C=CC2C3)CC1 (centres undefined)
  0	3	2	2	3	3.7	4	-7
CN(C)c1ccc(/C=C/c2ccc3ccccc3[n+]2C)cc1
  27	21	-3	53*	6	109*	87*	48*
COC(=O)c1ccc(NCN2C(=O)C3C4CCC(C4)C3C2=O)cc1 (centres undefined)
  -4	-8	-1	-1	-11	0.9	-14	-5
Cc1ccc(S(=O)(=O)Nc2c(C)cc([N+](=O)[O-])cc2C)cc1
  nt	nt	-14	22	11	1.8	0	17
CCOC(=O)c1ccc(NC(=O)NCc2ccn(CC)n2)cc1
  -4	-6	0	1	0	5.1	-6	0
CN1C(=O)C(=O)N(c2cccc(C(F)(F)F)c2)C1=O
  -1	-4	5	7	-1	2.9	2	-7
CN(c1ccc(C(=O)NCc2ccc3c(c2)OCO3)cc1)S(=O)(=O)c1ccccc1
  2	-5	0	2	35	0.1	1	-1
CN(Cc1ccccc1)C(=O)CCC1CCN(C(=O)CCC(F)(F)F)CC1
  -2	1	-1	5	-2	0.5	18	2
Cc1sc2nc(SCC(N)=O)n(-c3ccccc3)c(=O)c2c1C
  6	-11	-3	-2	-6	-1.5	4	-9
Cc1ccc(CN(c2ccc(C(=O)NCc3ccc4c(c3)OCO4)cc2)S(C)(=O)=O)cc1
  0	-4	-10	2	13	-3.6	-4	7
Cc1cccc(NC(=O)CN(C)S(=O)(=O)c2cccs2)c1
  5	-2	0	4	-7	-0.5	-7	7
COc1ccccc1N(C)S(=O)(=O)c1ccc(C)c(C(=O)NC(C)c2ccccn2)c1 (centres undefined)
  19	0	-1	7	3	1.2	6	1
O=C(CC1C[C@H](C(=O)N2CCCCC2)[C@@]2(CCc3ccccc3)c3[nH]c4ccccc4c3CCN2C1=O)NCCc1ccccn1 (some centres undefined)
  nt	nt	-1	18	6	10	6	10
COC(=O)c1ccc(OCC(=O)c2ccccc2)cc1
  4	-1	-1	1	16	-2.0	-90	2
NNc1nc(-c2ccccc2Cl)c2cc(Br)ccc2n1
  -4	-5	0	26	6	0.4	-99	11
C[C@H](NC(=O)c1nc[nH]c1C(=O)NCCCCCN)C(=O)OCc1ccccc1
  1	-1	5	-3	4	-1.7	-2	-3
COc1ccc(CCNC(=O)CCCOc2cc(=O)n(C)c3ccccc23)cc1OC
  -4	-5	-6	4	-8	1.5	3	-1
COc1ccc2nc(C)cc(N3CCN(c4ccccc4)CC3)c2c1
  -1	-8	-2	9	1	-0.3	4	1
CN1CCC(=NNc2ccc(S(=O)(=O)N3CCOCC3)cc2[N+](=O)[O-])CC1
  3	0	6	20	-5	-0.3	3	-6
COC(=O)[C@@]12CCCN1[C@H](c1ccc(-c3ccc(OC)cc3)c(OC)c1)[C@H]1C(=O)N(C)C(=O)[C@H]12
  -2	-9	-2	6	-12	-1.1	-13	-9
Cc1nnc(Nc2ccc(Cl)c(C(F)(F)F)c2)[nH]c1=O
  0	5	1	-8	3	5.8	0	5
CCN(CC(=O)Nc1ccc2c(c1)OCCO2)C(=O)/C=C/c1cccc(Br)c1
  -1	-12	0	18	7	-1.1	-31	-13
O=C(O)c1ccc(S(=O)(=O)N2CCC(Cc3ccccc3)CC2)cc1
  0	0	3	-14	4	-2.3	-1	4
CC1CC1C(=O)OCC(=O)NNC(=O)c1ccc([N+](=O)[O-])cc1 (centres undefined)
  4	1	0	-4	-32	0.4	-3	-5
Cc1c(C(c2ccccc2O)c2c(C)n(C)n(-c3ccccc3)c2=O)c(=O)n(-c2ccccc2)n1C
  -3	-4	0	16	2	0.7	-6	-9
COc1ccc(CNC(=O)CN2c3ccccc3S(=O)(=O)c3ccccc32)cc1
  -1	-3	-1	15	0	1.2	37	-10
COc1ccc2cc(C(=O)C3CCCN(C(=O)c4cc5nc(C)cc(C)n5n4)C3)ccc2c1 (centres undefined)
  4	-7	-5	1	2	0.5	-1	-4
O=C(Nc1ccc2nc(-c3ccco3)c(-c3ccco3)nc2c1)N1CCN(c2ccccn2)CC1
  43*	-5	-5	27	-7	4.5	0	-4
Cc1nc(NN)nc(NCc2ccccc2)n1
  -4	-1	-3	3	-7	3.5	-8	-4
COc1cccc(C(C)NC(=S)NCc2ccc(F)cc2)c1 (centres undefined)
  -4	-6	-7	15	-4	4.2	-14	1
COc1ccc(-n2cc(-c3ccccc3)c3c(NCCOCCO)ncnc32)cc1
  -2	-5	7	3	16	0.6	3	4
CNC(=O)c1c(NC(NC(=O)c2ccco2)C(=O)c2ccc(Cl)cc2)sc2c1CCCC2 (centres undefined)
  -3	2	1	24	6	2.3	1	12
CN(C(=O)CN1C(=O)NC(C)(c2cccc(Br)c2)C1=O)C1CCCCC1 (centres undefined)
  -2	-3	-1	6	0	0.7	9	7
COc1ccc(NC(=O)NCCN2CCc3ccccc3C2)cc1
  -1	-1	-2	13	-5	-2.6	11	11
CSc1ccc(CN2C(=O)NC3(CCCCCCC3)C2=O)cc1
  4	-2	-1	2	-3	0.2	-3	-3
CCN(CC)c1ccc(C(=O)NN)cc1
  1	-4	-1	5	-1	2.5	0	-9
